# STEP inh: blocks human striatal-enriched tyrosine phosphatase. recombinant STEP, OMFP fluorogenic substrate, fluorescence. inhibition, % at 20 µM. 360,000 tested, 0.25% active. AID 588621;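 active = inhibition at 20 µM, scaled per plate between control wells, above about 37%, limit read from the data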;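 also: 0% = DMSO with enzyme and substrate and 100% = substrate only without enzyme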
# Target sequence (P54829 whole entry, looked up): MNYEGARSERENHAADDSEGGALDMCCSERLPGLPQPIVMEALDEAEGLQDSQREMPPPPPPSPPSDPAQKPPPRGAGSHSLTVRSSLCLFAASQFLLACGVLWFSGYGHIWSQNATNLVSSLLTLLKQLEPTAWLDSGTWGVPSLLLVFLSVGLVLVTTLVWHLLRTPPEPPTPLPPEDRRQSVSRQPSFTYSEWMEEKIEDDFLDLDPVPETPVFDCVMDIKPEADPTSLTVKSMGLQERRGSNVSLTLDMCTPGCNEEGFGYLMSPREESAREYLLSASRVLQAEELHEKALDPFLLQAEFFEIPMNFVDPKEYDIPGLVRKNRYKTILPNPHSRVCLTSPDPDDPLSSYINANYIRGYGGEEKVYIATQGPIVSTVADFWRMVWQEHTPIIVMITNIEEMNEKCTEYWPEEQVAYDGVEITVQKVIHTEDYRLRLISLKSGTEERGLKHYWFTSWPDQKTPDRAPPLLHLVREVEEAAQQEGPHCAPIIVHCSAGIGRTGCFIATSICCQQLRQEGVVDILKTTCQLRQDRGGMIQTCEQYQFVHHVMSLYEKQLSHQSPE
#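 Also added – OMFP at 25 µM · Test system – STEP tyrosine phosphatase · Technique – FITC-channel fluorescence of OMFP product · Schedule – 20 min at room temperature, dark · Evaluation – control-normalized % inhibition with plate pattern correction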
# NadD block: inhibitors of Staphylococcus aureus NadD; inhibition, % at 20 µM; 360,000 tested, 0.78% active; purified NadD enzyme, colorimetric absorbance read-out; in the data active = inhibition above about 26%; also: some compounds past the cut are filed as inactive
# Scp-1 inhibitor: Scp-1 (human) phosphatase inhibition; inhibition, % at 20 µM; Q9GZU7; 340,000 tested, 0.88% active; AID 493091; Recombinant Scp1, phosphopeptide, malachite green phosphate absorbance;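 active = inhibition above about 50% at 20 µM, limit read from the data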;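 also: plate controls were DMSO wells with enzyme for no effect and wells lacking enzyme for full effect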
# Target sequence (Q9GZU7 76-261 limits assumed): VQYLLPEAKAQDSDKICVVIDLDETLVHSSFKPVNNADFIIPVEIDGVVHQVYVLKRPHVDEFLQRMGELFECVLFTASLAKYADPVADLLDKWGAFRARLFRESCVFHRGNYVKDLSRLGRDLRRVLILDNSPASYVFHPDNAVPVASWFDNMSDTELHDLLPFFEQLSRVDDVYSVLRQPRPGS
#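 Times: enzyme reaction 45 min at room temperature, colour 5 min, stabilisation 30 min. Material: SCP-1 catalytic fragment, aa 76-261. Medium: Acidic Tris acetate buffer with magnesium and detergent. Signal: colorimetric free-phosphate detection, absorbance 630 nm. Read-out basis: % inhibition of SCP-1 phosphate liberation. Reagent: Phosphorylated 17-residue peptide substrate.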
# DNMT1 block: inhibitors of human DNMT1; DNMT1 molecular beacon, Hinp1I cleavage, fluorescence; inhibition (reported as % activation of signal), % at 10 µM; P26358; 360,000 tested, 0.83% active; in the data active = inhibition above about 50%
# Rpn11 block: Rpn11 (human) deubiquitinase inhibition; AID 588493; O00487; human 26S proteasome, Ub4-pepOG fluorescence polarization; 20S core pre-blocked with epoxomicin; 360,000 tested, 0.59% active; calls only at 20 µM;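 active = inhibition at 20 µM, scaled to each plate's controls, above about 33%, limit read from the data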
# TbMetRS inhib: Trypanosoma brucei MetRS inhibition. purified T. brucei MetRS, ATP depletion, Kinase-Glo luminescence. 360,000 tested, 0.4% active. inhibition, % at 11.9 µM;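 active = inhibition above a per-plate cutoff of the control wells' mean inhibition plus 3 SD, cut at about 5.5% in these data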;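 also: 0% = DMSO wells median and 100% = median of wells with control inhibitor compound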
#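 Test system: purified T. brucei MetRS enzyme. Also added: ATP, methionine and E. coli bulk tRNA substrates. Compound: 11.9 µM single point. Schedule: 15 min enzyme-compound preincubation, 2 h reaction, 10 min detection, 25 °C. Signal: luciferase luminescence of residual ATP, Kinase-Glo. Evaluation: percent inhibition versus plate control medians. Controls: DMSO wells, low control.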
# LMPTP block: LMPTP (human) inhibition; P24666; recombinant LMPTP-A, OMFP fluorogenic substrate, fluorescence intensity; inhibition, % at 20 µM; 360,000 tested, 0.22% active;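 active = compounds that cut the enzyme signal by at least half of the control window in the single-dose screen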;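 also: plate controls were DMSO wells with enzyme plus substrate for no effect and substrate without enzyme for full effect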
# Target sequence (P24666 whole entry, looked up): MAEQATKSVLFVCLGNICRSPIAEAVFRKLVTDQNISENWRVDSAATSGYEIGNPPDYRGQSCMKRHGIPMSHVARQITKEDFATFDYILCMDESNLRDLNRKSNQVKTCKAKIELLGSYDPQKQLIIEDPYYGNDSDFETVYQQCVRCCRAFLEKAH
#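 test system = LMPTP-A | amount = 0.625 nM LMPTP-A final | reagent = fluorogenic phosphatase substrate OMFP at 400 µM final | incubation = 50 min at room temperature | benchmarks = no-enzyme low control, uninhibited high control | medium = Bis-Tris pH 6.0, DTT, detergent | signal = fluorescence intensity of OMFP turnover product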
# MsrA inhibitor: inhibits bovine methionine sulfoxide reductase A; purified bovine MsrA, absorbance read-out; 360,000 tested, 0.75% active; inhibition, % at 15.5 µM; in the data active = inhibition above about 4.5%;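 also: 0% = vehicle wells with enzyme and 100% = reference inhibitor wells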
# CSN inh: inhibitors of human CSN-mediated cullin deneddylation. 360,000 tested, 0.38% active. inhibition, % at 12.5 µM. Purified CSN, SCF-Nedd8-OG deneddylation, fluorescence polarization. Q92905;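 active = pattern-corrected inhibition above about 35%, with an unprinted fluorescence ratio check between 0.5 and 1.5, limit read from the data, passing the limit was not always enough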;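 also: 0% = enzyme with substrate and 100% = substrate without enzyme; some results filed as inactive read as strong as hits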
#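 Schedule: reaction 90 min, room temperature / Assay system: HEK293T-derived human Csn5 enzyme / Input: Csn5 at 0.24 nM final / Measure: inhibition of Csn5 cleavage, % / Control set: substrate-only high control, full reaction low control / Technique: fluorescence polarization of the substrate / Buffer or medium: Tris/NaCl/DTT buffer, pH 7.5 / Reagent: SCFSkp2-Nedd8OG substrate at 10 nM final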
# SUMO1-SIM PPI: modulators of human SUMO1-mediated protein-protein interactions; SUMO1 binding to a labelled peptide, TR-FRET, 1 h; inhibition, % at 20 µM; 360,000 tested, 0.33% active; AID 602429; in the data active = inhibition above about 37%
# Target sequence (P63165 whole entry, looked up): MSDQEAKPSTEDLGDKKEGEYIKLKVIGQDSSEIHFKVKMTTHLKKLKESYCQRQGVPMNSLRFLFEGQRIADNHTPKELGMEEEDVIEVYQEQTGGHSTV
# Numbers without * were called inactive; i = inactive; x = not tested or not shown; + = active, no number.
no.	structure	STEP inh	NadD block	Scp-1 inhibitor	DNMT1 block	Rpn11 block	TbMetRS inhib	LMPTP block	MsrA inhibitor	CSN inh	SUMO1-SIM PPI
1	CCOC(=O)c1c(NC(=O)c2ccoc2C)sc(C)c1C	3	-2	-14	3	i	-1.6	1.5	0.4	-3	-4
2	CC(C)c1ccccc1NC(=O)CNCCOc1ccccc1F	2	-8	-4	1	i	-0.2	-1.3	-0.3	5	2
3	COC(=O)C1CCN(C(=O)CSc2nnc(-c3ccncc3)o2)CC1	-3	0	-8	0	i	-0.7	-1.9	0.5	0	-3
4	CCN(Cc1ccccc1)C1CCN(Cc2ccccc2)CC1	-4	-3	-6	2	i	-0.5	-1.6	x	1	6
5	Cc1c(NC(=O)OCCSc2nc(N(C)C)nc(N(C)C)n2)sc(=S)n1C	0	6	-7	0	i	-0.3	0.4	0.7	2	-3
6	COc1cc(OC)nc(NC(=S)NC(=O)c2ccccc2)n1	0	5	0	6	i	-1.3	0.4	0.1	0	9
7	CCOC(=O)C1=CN(Cc2cccc(F)c2)S(=O)(=O)N(CC)C1c1ccc(C(F)(F)F)cc1 (configuration not stated)	1	-2	-1	3	i	0.1	2.3	1.6	0	-1
8	Cc1ccc(C(=O)N/N=C\c2ccc(-c3ccc(Cl)cc3)o2)cn1	7	-7	-16	0	i	-0.3	1.0	2.1	5	-20
9	Cc1ccc(S(=O)(=O)Nc2ccc(C(=O)NC3CC3)cc2)cc1	-3	3	-8	-1	i	-0.1	-1.0	0.3	4	6
10	Clc1ccc(CSc2nc3ccncc3[nH]2)cc1	3	-3	-19	1	i	-1.3	18	-0.2	-4	2
11	NC(=O)c1ccccc1NC(=S)NC(=O)c1ccc(Br)o1	-3	-3	-4	1	i	-0.7	1.4	0.9	-2	2
12	COC(=O)[C@]12CCCCC=C1N(Cc1cccc3ccccc13)C(=O)[C@H](CC(=O)NCc1ccccc1)C2	x	12	x	x	x	-0.3	2.8	0.2	-5	0
13	O=C1CSC(=S)N1N=Cc1ccc(Cl)s1	2	3	5	-14	+	-0.5	2.3	1.0	13	17
14	CCOC(=O)NC1=NCC(C)S1 (configuration not stated)	1	-3	-11	3	i	-0.7	-1.4	0.5	1	14
15	COc1ccc(-c2oc(=O)c3cc(OC)c(OC)cc3c2C#C[C@]2(O)CC[C@H]3[C@@H]4CCc5cc(OC)ccc5[C@H]4CC[C@@]32C)cc1	-2	4	-4	11	i	-0.1	-0.5	-0.6	2	-3
16	CC(=O)Nc1ccc2nc(NC(=O)CS(=O)(=O)c3ccccc3)sc2c1	3	-2	1	-5	i	-0.2	0.9	0.5	-4	6
17	Cc1nnc(SCC(=O)NC(C)(C)C)n1NCc1ccc(Cl)cc1	2	-7	-7	0	i	-0.6	-2.1	3.3	0	-2
18	COCCNC(=O)C(c1ccc(F)cc1)N(C(=O)CCC(=O)Nc1ccccn1)c1cccc(C)c1 (configuration not stated)	1	2	-5	1	i	0.1	-0.9	0.6	2	-1
19	CC(C)(C)[C@H]1COC(=O)CCC/C=C/C[C@H](CC(=O)NCCO)C(=O)N1	-1	-4	-2	4	i	-0.2	-0.6	-0.9	-6	3
20	O=S(=O)(Nc1cccc(S(=O)(=O)N2CCCC2)c1)c1ccc(Br)cc1	0	0	x	-2	i	-0.1	0.2	-0.5	-4	1

# 5 compounds drawn at random from the list so far, as already listed:
no.	structure	STEP inh	NadD block	Scp-1 inhibitor	DNMT1 block	Rpn11 block	TbMetRS inhib	LMPTP block	MsrA inhibitor	CSN inh	SUMO1-SIM PPI
11	NC(=O)c1ccccc1NC(=S)NC(=O)c1ccc(Br)o1	-3	-3	-4	1	i	-0.7	1.4	0.9	-2	2
13	O=C1CSC(=S)N1N=Cc1ccc(Cl)s1	2	3	5	-14	+	-0.5	2.3	1.0	13	17
16	CC(=O)Nc1ccc2nc(NC(=O)CS(=O)(=O)c3ccccc3)sc2c1	3	-2	1	-5	i	-0.2	0.9	0.5	-4	6
12	COC(=O)[C@]12CCCCC=C1N(Cc1cccc3ccccc13)C(=O)[C@H](CC(=O)NCc1ccccc1)C2	x	12	x	x	x	-0.3	2.8	0.2	-5	0
3	COC(=O)C1CCN(C(=O)CSc2nnc(-c3ccncc3)o2)CC1	-3	0	-8	0	i	-0.7	-1.9	0.5	0	-3

# New compounds follow:
no.	structure	STEP inh	NadD block	Scp-1 inhibitor	DNMT1 block	Rpn11 block	TbMetRS inhib	LMPTP block	MsrA inhibitor	CSN inh	SUMO1-SIM PPI
21	CCOc1ncccc1C(=O)OCC(=O)c1ccc(C)c(C)c1	2	3	-9	0	i	0.2	-0.6	0.5	-4	3
22	O=C(O)c1ccccc1S(=O)(=O)c1ccccc1CO	-12	-4	-10	2	i	-0.9	-2.1	-1.8	0	1
23	COC(=O)c1cc(C(=O)Nc2ccc(Cl)cn2)cc([N+](=O)[O-])c1	3	2	-9	2	i	0.3	-0.1	-2.0	-7	-25
24	O=C(NNC(=O)C1CC(=O)N(c2ccc3c(c2)OCCO3)C1)c1ccc(F)cc1 (configuration not stated)	-6	-6	2	0	i	-0.4	-0.6	-1.6	-4	7
25	Cc1ccc(S(=O)(=O)NC(=O)N(CCC#N)Cc2ccccc2)cc1	-2	-1	-7	1	i	-0.6	-0.9	-1.9	6	-2
26	COc1ccc(/C=C/c2c(-c3ccc(OC)cc3)oc3ccccc23)cc1	3	2	-6	10	i	-0.2	2.8	-0.8	3	0
27	Cc1ccc(CNC(=O)C2CCCN(c3cnccn3)C2)cc1 (configuration not stated)	-2	4	0	-1	i	0.3	-0.7	1.0	3	-3
28	COc1ncccc1-c1nnn(-c2ccc(Cl)nc2)n1	0	-1	-6	-2	i	0.1	-0.6	0.0	1	5
29	Cc1ccc(S(=O)(=O)N(CCc2ccccc2)c2ccc3c(c2)C2CC3CCN2C(=O)OCc2ccccc2)cc1 (configuration not stated)	4	0	x	9	i	-1.1	4.2	0.6	-1	0
30	O=C(NCC(c1cccs1)N1CCOCC1)c1cc2ccccc2oc1=O (configuration not stated)	0	0	-5	4	i	-0.2	-1.0	0.7	3	-34
31	CC(=O)N1CCc2cc(S(=O)(=O)N3CCCCCC3)ccc21	0	2	-2	1	i	-0.2	-1.2	0.0	2	1
32	COc1ccc(COC(=O)C2CCN(S(=O)(=O)c3ccc(Cl)cc3)CC2)cc1	4	-4	-11	-1	i	-0.1	3.8	0.3	0	3
33	O=C(CCSCCC(=O)NN=Cc1cccc(Cl)c1)NN=Cc1cccc(Cl)c1	-1	2	-2	-9	i	-0.2	1.8	-0.1	-4	4
34	Cc1ccnc(SCC(=O)c2ccc([N+](=O)[O-])cc2)n1	-4	-4	-3	0	i	0.1	-0.9	1.3	0	-27
35	CCCCN(C)CC(O)Cn1cc(/C=C/C(=O)c2ccc(C)cc2)c2ccccc21 (configuration not stated)	1	2	-13	-5	+	-0.7	2.6	-3.0	14	-35
36	CN(C)CCNC(=O)C(C(=O)c1ccc(F)cc1)n1ccccc1=O (configuration not stated)	2	8	-6	-2	i	-0.3	-2.1	0.6	-5	1
37	CSc1ccc(NC(=O)NN(c2ccccc2)C2CCS(=O)(=O)C2)cc1 (configuration not stated)	2	-9	x	1	i	-0.1	0.0	1.0	1	13
38	CCOC(=O)c1[nH]c(C)c(C(=O)c2cc(F)ccc2F)c1C	0	1	0	-4	i	-1.4	0.0	1.3	-6	0
39	O=C(O)CC/C(=N/Nc1ccc([N+](=O)[O-])cc1)C(=O)O	-2	-3	-12	0	i	-0.2	-1.9	1.3	2	-20
40	CSc1ccc(CCNC(=O)C2CCCN(c3ncnc4c3nc3n4CCCCC3)C2)cc1 (configuration not stated)	0	2	1	-3	i	-1.0	1.1	0.0	-2	1

# (listing goes on)
no.	structure	STEP inh	NadD block	Scp-1 inhibitor	DNMT1 block	Rpn11 block	TbMetRS inhib	LMPTP block	MsrA inhibitor	CSN inh	SUMO1-SIM PPI
41	CC(C)NC(=O)CN1CCC(O)(c2ccccc2)CC1	1	0	-5	5	i	-1.4	-2.1	-0.7	-1	2
42	CCOc1cc2[nH]c(=O)n(CCCC(=O)N(C)Cc3ccccc3)c(=O)c2cc1OCC	-2	-4	-5	7	i	-0.4	-1.5	0.8	0	5
43	COc1ccc(S(=O)(=O)N2CCN(CCc3ccccc3)CC2)cc1	1	3	-2	-2	i	-0.3	-0.3	-1.0	3	1
44	Cc1cccc(CCNC(=O)c2cc(S(=O)(=O)N3CCCC3)cn2C)c1	-6	-5	10	-2	i	-1.3	-0.7	-0.1	-7	4
45	CC(C)(C)c1ccc(S(=O)(=O)N2CCN(CCC#N)CC2)cc1	-3	-1	-4	0	i	-0.3	0.3	-1.6	1	-1
46	c1ccc(Cn2cc(CN3CCCO3)c(-c3ccc4c(c3)OCO4)n2)cc1	-5	-7	-13	2	i	-0.2	-1.7	-1.1	-3	3
47	CC(=O)Nc1ccc(NC(=O)COC(=O)C2CCCCC2)cc1	-4	-1	-6	-3	i	0.6	-0.8	-0.5	-3	2
48	Cn1c(=NC(=O)C(C)(C)C)sc2cccc(F)c21	1	-9	3	2	i	-0.8	1.7	1.2	2	-7
49	CSc1sc(C(=O)NC(=O)NCc2cccnc2)c(C)c1-c1ccon1	0	-2	-9	9	i	-0.2	1.3	-0.3	1	-13
50	NC(CO)C12CC3CC(CC(C3)C1)C2 (configuration not stated)	-2	-5	1	3	i	-1.0	-0.5	0.8	0	0
51	O=C(c1cccs1)N(C(=O)c1cccs1)c1ccccn1	2	5	-5	3	i	-0.4	-1.5	-0.2	-4	2
52	COc1ccc(-c2c(-c3ccccc3OC)oc3ccccc23)cn1	3	-1	-4	-8	i	-0.1	2.9	0.5	-2	7
53	COC(=O)c1ccccc1S(=O)(=O)N1CCC(C(=O)N2CCC2)CC1	-2	-5	-10	-21	i	-0.2	-5.9	-0.5	-1	-99
54	COc1cccc(N2CCN(C(=O)C3CCCN(S(=O)(=O)c4ccc5c(c4)oc(=O)n5C)C3)CC2)c1 (configuration not stated)	4	-4	-3	0	i	-0.8	-1.7	0.0	0	-5
55	CC1Sc2ccc(S(=O)(=O)N3CCN(c4ccccc4)CC3)cc2NC1=O (configuration not stated)	1	3	-5	-3	i	-0.2	0.0	-0.1	-2	1
56	COc1ccc(C2C3=C(CC(C)(C)CC3=O)N(C)C3=C2C(=O)CC(C)(C)C3)cc1	-2	-6	-9	-6	i	-0.9	0.1	-1.6	-4	-2
57	O=C(NCCN1CCCCC1)c1cc(OCC(F)(F)F)ccc1OCC(F)(F)F	-1	-5	-5	2	i	-0.2	-0.2	-0.8	6	2
